NFkB binder – NF-kappa-B p105 (human) binding; P19838; Small molecule microarray, anti-His fluorescence binding; calls only; 17,000 tested, 1.3% active; AID 624139;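 active means spot fluorescence over background significantly raised, with a chance value under 7% in all four replicate spots of the compound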;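 further: probe protein is his-tagged human p50 processed subunit at 1 µg/ml; raw spot fluorescence signals with no normalization applied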
Target sequence (P19838 1-433 limits assumed): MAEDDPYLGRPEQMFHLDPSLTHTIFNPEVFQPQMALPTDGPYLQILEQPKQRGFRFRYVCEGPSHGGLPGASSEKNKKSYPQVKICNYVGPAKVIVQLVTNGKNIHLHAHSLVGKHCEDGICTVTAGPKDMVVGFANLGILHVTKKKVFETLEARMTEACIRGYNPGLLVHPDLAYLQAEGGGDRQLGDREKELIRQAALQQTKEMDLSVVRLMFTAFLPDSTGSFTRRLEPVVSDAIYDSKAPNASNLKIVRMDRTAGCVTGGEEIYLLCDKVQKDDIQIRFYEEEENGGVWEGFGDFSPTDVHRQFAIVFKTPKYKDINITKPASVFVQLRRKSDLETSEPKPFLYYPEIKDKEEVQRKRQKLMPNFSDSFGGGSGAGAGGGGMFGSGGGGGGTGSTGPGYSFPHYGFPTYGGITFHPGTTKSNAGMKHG
Calls only; i = inactive; + = active, no number. An excerpt; count on the stated rates, not on these rows.

C=C[C@H]1[C@H](O[C@@H]2O[C@H](CO)[C@@H](O)[C@H](O)[C@H]2O)OC=C2C(=O)OCC[C@H]21
- NFkB binder: i
c1cncc([C@H]2CCCCN2)c1
- NFkB binder: i
N#C[C@@H](OC1OC(COC2OCC(O)C(O)C2O)C(O)C(O)C1O)c1ccccc1 (stereo partly drawn)
- NFkB binder: i
COC1CC(O[C@H]2CC[C@@]3(C)C(CCC4C3CC[C@]3(C)C(C5=CC(=O)OC5)CCC43O)C2)OC(C)C1OC1OC(COC2OC(CO)C(O)C(O)C2O)C(O)C(O)C1O (stereo partly drawn)
- NFkB binder: i
N[C@H](CO)Cc1ccccc1
- NFkB binder: i
CCN(CC)CCOC1CCC2(C)C(=CCC3C4CCC(=O)C4(C)CCC32)C1 (stereo not drawn)
- NFkB binder: i
Cc1ccc2c(c1)C1(CCN(CCc3nc(-c4ccccc4)oc3C)CC1)OC(=O)N2
- NFkB binder: i
Nc1ccc(CCN2CCN(c3cccc(C(F)(F)F)c3)CC2)cc1
- NFkB binder: i
C[C@H]1O[C@@H](O[C@H]2CC[C@]3(CO)C4CC[C@]5(C)[C@@H](C6=CC(=O)OC6)CC[C@]5(O)[C@@H]4CC[C@H]3C2)[C@H](O)[C@H](O)[C@@H]1O[C@@H]1O[C@H](CO)[C@@H](O)[C@H](O)[C@H]1O (stereo partly drawn)
- NFkB binder: i
CC(C)c1cc2c(cc1O)[C@@]1(C)CCCC(C)(C)[C@@H]1CC2O (stereo partly drawn)
- NFkB binder: i
COc1cc2c(cc1O)C1Cc3ccc(OC)c(O)c3CN1CC2 (stereo not drawn)
- NFkB binder: i
CO[C@H]1[C@H](O)[C@H](O[C@H]2CC[C@]3(C)C4CC[C@]5(C)[C@H](C6=CC(=O)OC6)CC[C@]5(O)C4CC[C@@H]3C2)O[C@@H](C)[C@@H]1O[C@@H]1O[C@H](CO[C@@H]2O[C@H](CO)[C@@H](O)[C@H](O)[C@H]2O)[C@@H](O)[C@H](O)[C@H]1O (stereo partly drawn)
- NFkB binder: i
C[C@@H]1CN([C@H](C)CO)C(=O)CCCn2nncc2CO[C@@H]1CN(C)C(=O)Oc1ccc2ccccc2c1
- NFkB binder: i
COC(=O)C=CC(=O)NC1CCC2(O)C3Cc4ccc(O)c5c4C2(CCN3CC2CC2)C1O5 (stereo not drawn)
- NFkB binder: i
Clc1ccc(C2CC3CCC2N3)cn1 (stereo not drawn)
- NFkB binder: i

Cc1cc(OCc2cc(C(=O)O)oc2C)c2c3c(c(=O)oc2c1)CCCC3
- NFkB binder: i
COc1cc2c(cc1O)[C@@H]1Cc3ccc(OC)c(O)c3CN1CC2
- NFkB binder: i
CC1=CC(=O)C2=C(C)C[C@H](O)[C@@H]3[C@H](OC(=O)[C@@H]3C)[C@@H]12
- NFkB binder: i
Cc1ccc2c(c1)Cc1c(C(=O)NC3CCCCC3)nn(-c3ccc(Cl)cc3Cl)c1-2
- NFkB binder: +
O=C1CCCC2C3CC(CN12)[C@@H]1CCCCN1C3 (stereo partly drawn)
- NFkB binder: i
c1ccc2sc(C3(N4CCCC4)CCCCC3)cc2c1
- NFkB binder: i
COC(=O)C12CC3CC(C(C)O)C1N(CCc1c2[nH]c2ccc(OC)cc12)C3 (stereo not drawn)
- NFkB binder: i
COC(=O)[C@H]1O[C@@H]2C[C@H]3OC(n4cnc5c(N)ncnc54)[C@H](OC)[C@H]3O[C@@]2(O)[C@@H](O)[C@@H]1O (stereo partly drawn)
- NFkB binder: i
COC1CC(OC2CCC3(C)C(CCC4C3CCC3(C)C(C5=CC(=O)OC5)C(OC(C)=O)CC43O)C2)OC(C)C1OC1OC(COC2OC(CO)C(O)C(O)C2O)C(O)C(O)C1O (stereo not drawn)
- NFkB binder: i
CCOC(=O)c1ncn2c1C1CCCN1C(=O)c1cc(OC)ccc1-2 (stereo not drawn)
- NFkB binder: i
COc1ccc2c3c1O[C@H]1[C@@H](O)C=C[C@H]4C(C2)N(C)CCC341 (stereo partly drawn)
- NFkB binder: i
CCC1CN2CCC3(C(=O)Nc4cccc(O)c43)C2CC1/C(=C/OC)C(=O)OC (stereo not drawn)
- NFkB binder: i
CCOC(=O)[C@@H]1[C@@H]2NC(=O)N(C)[C@@]1(COCc1ccc(OC)cc1)Oc1ccccc12
- NFkB binder: i
C[C@@H]1CN([C@H](C)CO)C(=O)CCCn2cc(nn2)CO[C@H]1CN(C)C(=O)Oc1ccc2ccccc2c1
- NFkB binder: i
CCCN(CCC)[C@@H]1CCc2cccc(O)c2C1
- NFkB binder: i

3 entries from above, with tabs.
mol	NFkB binder
C[C@@H]1CN([C@H](C)CO)C(=O)CCCn2cc(nn2)CO[C@H]1CN(C)C(=O)Oc1ccc2ccccc2c1	i
CCCN(CCC)[C@@H]1CCc2cccc(O)c2C1	i
COC(=O)C12CC3CC(C(C)O)C1N(CCc1c2[nH]c2ccc(OC)cc12)C3 (stereo not drawn)	i

Quoted from the entries so far (6 entries):
CCOC(=O)c1ncn2c1C1CCCN1C(=O)c1cc(OC)ccc1-2 (stereo not drawn)
- NFkB binder: i
COc1ccc2c3c1O[C@H]1[C@@H](O)C=C[C@H]4C(C2)N(C)CCC341 (stereo partly drawn)
- NFkB binder: i
CCC1CN2CCC3(C(=O)Nc4cccc(O)c43)C2CC1/C(=C/OC)C(=O)OC (stereo not drawn)
- NFkB binder: i
CCOC(=O)[C@@H]1[C@@H]2NC(=O)N(C)[C@@]1(COCc1ccc(OC)cc1)Oc1ccccc12
- NFkB binder: i
C[C@@H]1CN([C@H](C)CO)C(=O)CCCn2cc(nn2)CO[C@H]1CN(C)C(=O)Oc1ccc2ccccc2c1
- NFkB binder: i
CCCN(CCC)[C@@H]1CCc2cccc(O)c2C1
- NFkB binder: i

Arranged by molar mass (falling): part of the list above
CCOC(=O)[C@@H]1[C@@H]2NC(=O)N(C)[C@@]1(COCc1ccc(OC)cc1)Oc1ccccc12
- NFkB binder: i
CCOC(=O)c1ncn2c1C1CCCN1C(=O)c1cc(OC)ccc1-2 (stereo not drawn)
- NFkB binder: i
c1ccc2sc(C3(N4CCCC4)CCCCC3)cc2c1
- NFkB binder: i

Later entries.
C=CCN1CCc2cccc3c2[C@H]1Cc1ccc(O)c(O)c1-3
- NFkB binder: i
CC(CCc1ccc(O)cc1)O[C@@H]1O[C@H](CO[C@H]2OC[C@](O)(CO)[C@H]2O)[C@@H](O)[C@H](O)[C@H]1O (stereo partly drawn)
- NFkB binder: i
C/C1=C/[C@@H](C)C/C=C/[C@H]2[C@@H]3O[C@]3(C)[C@@H](C)[C@H]3[C@H](Cc4c[nH]c5ccccc45)NC(=O)[C@]32C(=O)/C=C\C(=O)[C@@H]1O
- NFkB binder: i
O=C1Nc2cc(Cl)c(Cl)cc2N2CCNCC12 (stereo not drawn)
- NFkB binder: i
CC(C)[C@H]1C(=O)N2CCC[C@H]2[C@]2(O)O[C@](NC(=O)[C@@H]3C=C4c5cccc6[nH]cc(c56)C[C@H]4N(C)C3)(C(C)C)C(=O)N12
- NFkB binder: i
CO[C@H]1[C@@H](O)[C@@H](C)O[C@@H](OC2CCC3(C)C(CC[C@@H]4[C@@H]3CCC3(C)C(C5=CC(=O)OC5)C(O)CC43O)C2)[C@@H]1O (stereo partly drawn)
- NFkB binder: i
CC[C@@H](C)C(=O)O[C@H]1[C@H](O)[C@H]2[C@@H](CN3C[C@@H](C)CC[C@H]3[C@@]2(C)O)C2C[C@]34O[C@@]5(O)[C@@H](OC(=O)[C@](C)(O)CC)CC[C@@]3(C)[C@@H]5[C@@H](OC(C)=O)[C@@H](OC(C)=O)[C@H]4[C@@]21O (stereo partly drawn)
- NFkB binder: i
CN1CCCCC1c1ccc(-c2cccnc2)nc1 (stereo not drawn)
- NFkB binder: i
CCC(CO)NC(=O)C1C=C2c3cccc4[nH]cc(c34)CC2N(C)C1 (stereo not drawn)
- NFkB binder: +
CCN1C[C@]2(C)CC[C@H](O)[C@@]34C2[C@H](OC)C([C@@H]13)[C@@]1(O)C[C@H](OC)[C@H]2C[C@@H]4[C@@H]1[C@H]2O
- NFkB binder: i
COC(=O)CC1(CC(=O)OC)C(=O)N(C)C(=O)N(C)C1=O
- NFkB binder: i
CC1=CC(=O)C2=C(C)C[C@H](O)[C@@H]3[C@H](OC(=O)[C@H]3C)[C@@H]12
- NFkB binder: i
C[C@]12CC[C@H](O)C[C@H]1CC[C@@H]1[C@@H]2CC[C@]2(C)[C@@H](C3=CC(=O)OC3)CC[C@]12O
- NFkB binder: i
CCCN(CCC)CCc1c[nH]c2ccc(C(N)=O)cc12
- NFkB binder: i
C[C@H](CO)N1C[C@H](C)[C@H](CN(C)C(=O)Oc2ccc3ccccc3c2)OCc2cnnn2CCCC1=O
- NFkB binder: i
O=C1NC(=O)c2c1c1c3ccccc3[nH]c1c1[nH]c3ccccc3c21
- NFkB binder: i
CCN1C[C@]2(COC)[C@H](O)C[C@H](OC)[C@@]34[C@@H]5C[C@]6(O)[C@H](OC(=O)c7ccccc7)[C@@H]5[C@@](OC(C)=O)(C([C@H](OC)[C@H]23)[C@@H]14)[C@@H](O)[C@@H]6OC
- NFkB binder: i
C=C(C)CN1CC[C@]23c4c5ccc(O)c4O[C@H]2c2[nH]c4ccccc4c2C[C@@]3(O)C1C5
- NFkB binder: i
